# esBAF inh: Bmi1 luciferase reporter increase in mESCs, primary screen, esBAF inhibitor project, mouse ES cells, Bmi1 luciferase knock-in, single point; 24 h; 100% = twice the neutral-well signal; reporter increase, % at 12.5 µM; hit rate 2% among 350,000; AID 602393, 2012; in the data active = activation above about 40%;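 note: 0% = median of the plate's neutral control wells and 100% = double that signal; a rise in the Bmi1 reporter signal indicates esBAF inhibition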
# E-selectin induc: E-selectin induction in HUVECs, primary screen, imaging, HUVEC, immunofluorescence imaging, single point | hit rate 0.37% among 260,000 | P16581 | activation, % at 7.58 µM | normalized: neutral wells 0, TNF-alpha wells 100;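 active = mean E-selectin-positive cell signal at least 10% of the positive control, reached in at least 60% of replicates, without over 20% cell loss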;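 note: in these data hits start at about 27%; measured in HUVEC primary endothelial cells; signal is the percent of cells scored E-selectin positive by PE staining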
# Target sequence (P16581 whole entry, looked up): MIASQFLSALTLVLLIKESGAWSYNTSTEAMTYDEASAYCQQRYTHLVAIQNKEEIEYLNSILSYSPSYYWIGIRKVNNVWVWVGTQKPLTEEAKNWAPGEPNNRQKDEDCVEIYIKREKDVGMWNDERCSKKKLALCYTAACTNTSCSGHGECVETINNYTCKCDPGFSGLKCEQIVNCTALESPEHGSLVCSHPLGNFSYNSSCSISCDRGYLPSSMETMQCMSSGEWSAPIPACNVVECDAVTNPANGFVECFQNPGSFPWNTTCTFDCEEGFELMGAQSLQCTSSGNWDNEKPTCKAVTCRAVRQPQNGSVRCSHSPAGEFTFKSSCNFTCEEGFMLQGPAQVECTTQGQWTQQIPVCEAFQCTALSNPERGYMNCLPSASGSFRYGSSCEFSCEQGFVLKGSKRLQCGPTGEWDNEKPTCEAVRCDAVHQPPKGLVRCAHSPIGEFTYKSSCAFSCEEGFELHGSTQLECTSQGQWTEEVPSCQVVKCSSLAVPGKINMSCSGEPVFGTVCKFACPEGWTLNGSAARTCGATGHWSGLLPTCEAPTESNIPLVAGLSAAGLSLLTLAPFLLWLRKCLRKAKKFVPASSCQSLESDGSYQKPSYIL
#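 Read-out: % PE-positive cells | Test system: HUVEC | Doses: One compound dose added by pin transfer | Buffer or medium: EGM-2 over gelatin coat | Signal: Immunofluorescence imaging | Benchmarks: TNF-alpha, DMSO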
# RAD52 inh: RAD52 DNA annealing inhibitors, primary screen, biochemical, FRET, single point, set 2; recombinant RAD52 DNA annealing, FRET fluorescence; hit rate 0.46% among 360,000; DNA repair protein RAD52 homolog (Homo sapiens), P43351; inhibition, % at 18.7 µM;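 active = every replicate showing at least 50% inhibition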
# ARNT TACC3 PPI: disruptors of ARNT/TACC3 protein interaction, primary screen, biochemical, AlphaScreen, single concentration; AID 623870, 2012; hit rate 0.66% among 390,000; AlphaScreen His-ARNT PAS-B/GST-TACC3 binding, luminescence; TACC3 fragment carries E629A point mutation; inhibition, % at 9.99 µM;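 active = mean inhibition of replicates at least 50% and at least half of replicates each reaching 50%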;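 note: 0% = complete ARNT plus TACC3 wells and 100% = ARNT alone without TACC3; many hits fall short of the cut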
# PglD DTNB: C. jejuni PglD acetyltransferase inhibitors, primary screen, biochemical, DTNB colorimetric, single point. inhibition, % at 12.5 µM. purified PglD enzyme, DTNB colorimetric CoA detection. hit rate 0.098% among 360,000; in the data active = inhibition above about 16%, passing the limit was not always enough; note: strong numbers were not always called active
# ERp5 inh: inhibitors of ERp5-driven insulin aggregation, primary screen, biochemical, turbidity, absorbance 650 nm, single point; AID 651711, 2012; Protein disulfide-isomerase A6 (Homo sapiens), Q15084; 90 min; hit rate 0.05% among 350,000; inhibition, % at 9.99 µM;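 active = mean replicate inhibition above about 25%, with every replicate also reaching it, limit read from the data, passing the limit was not always enough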
# CASP6 VEID inh: human caspase-6 inhibitors, primary screen, biochemical, VEID-R110 fluorescence, single point, set 2; purified caspase-6, Z-VEID-R110 cleavage fluorescence; inhibition, % at 12.5 µM; hit rate 0.53% among 350,000;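 active = mean inhibition across replicates at least about 35%, with every replicate also reaching that limit, limit read from the data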;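 note: 0% = median of neutral control wells and 100% = no fluorescence left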
# Target sequence (P55212 24-179 limits assumed): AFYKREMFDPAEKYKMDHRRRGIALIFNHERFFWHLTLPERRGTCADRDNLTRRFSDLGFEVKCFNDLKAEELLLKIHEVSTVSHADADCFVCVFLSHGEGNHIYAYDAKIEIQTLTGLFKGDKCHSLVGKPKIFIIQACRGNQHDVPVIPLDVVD
# Target sequence (P55212 194-293 limits assumed): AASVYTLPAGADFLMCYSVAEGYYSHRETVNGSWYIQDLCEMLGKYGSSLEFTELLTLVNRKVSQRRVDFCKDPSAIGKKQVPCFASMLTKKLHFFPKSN
# RAD54 branch: inhibitors of human RAD54 branch migration, primary screen, biochemical, fluorescence, single point; DNA repair and recombination protein RAD54-like (Homo sapiens), Q92698; RAD54 Holliday junction branch migration, FAM/BHQ fluorescence; inhibition, % at 10.4 µM; hit rate 0.14% among 360,000; AID 602329, 2012;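 active = mean normalized replicate activity at least 40 and at least half of replicates scoring 40 or more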;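 note: 0% = median of neutral control wells and 100% = median of positive control wells; inhibitors cause a drop in the FAM fluorescence signal; in these data hits start at about 50%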
# The depositor's hits bear a star; . = no result given; & = joins results of further samples. The order is random. Share with any hit: about 3.2%.
SMILES,esBAF inh,E-selectin induc,RAD52 inh,ARNT TACC3 PPI,PglD DTNB,ERp5 inh,CASP6 VEID inh,RAD54 branch
NC(=O)CC(NC(=O)Cc1ccc(Br)cc1)c1ccc(NCc2ccc(F)cc2)c([N+](=O)[O-])c1 (centres undefined),6,0.5,-16,0,3,-9,0,2
Cc1ccc(S(=O)(=O)Nc2ccc3c(c2)OCCO3)cc1C,-44,-0.1,-7,5,.,0,0,.
O=C(O)Cn1c(O)c(C2=c3ccccc3=NC2=O)sc1=O,4,0.0,-54,-2,-1,0,9,-5
Nc1cc(S(=O)(=O)N2CCOCC2)ccc1N1CCCCC1,1,.,-6,24,-8,-14,3,-4
C[C@@H]1CN([C@@H](C)CO)C(=O)c2ccccc2-c2ccccc2CO[C@H]1CN(C)Cc1cccc(C(=O)O)c1,5,-0.3,5,-13,0,-11,2,-3
N/C(=N/OC(=O)c1ccccc1F)c1nonc1N,.,.,3,16,.,0,2,.
CN1c2ccc(C#Cc3cccnc3)cc2[C@H]2[C@H](CCN2C(=O)C2CCCC2)[C@H]1CO,.,0.2,-62,.,.,0,2,.
C[C@@H]1CCCCO[C@H](CN(C)C(=O)Nc2ccc(F)cc2)[C@@H](C)CN([C@H](C)CO)C(=O)c2cc(NC(=O)Nc3ccccc3)ccc2O1,4,-0.2,17,-9,-1,3,-2,-7
C[C@H]1CC[C@@]2(O[C@H](CCO)C[C@H](O)[C@H]2O)O1,7,-0.1,1,0,0,8,0,17
Cc1ccccc1C(=O)NNC(=S)NC(=O)c1ccc(Cl)cc1Cl,.,.,2,6,.,1,-6,.
Cc1cc(C)n2c(Nc3ccc4c(c3)OCCO4)c(CC(C)C)nc2n1,.,1.5,-1,.,.,5,4,.
CCN(CC(=O)Nc1ccccc1OC)C(=O)CC1CC2CCC1C2 (centres undefined),10,.,8,7,-2,4,-39,-8

# Reprinted at random: 5 records from the list
SMILES,esBAF inh,E-selectin induc,RAD52 inh,ARNT TACC3 PPI,PglD DTNB,ERp5 inh,CASP6 VEID inh,RAD54 branch
O=C(O)Cn1c(O)c(C2=c3ccccc3=NC2=O)sc1=O,4,0.0,-54,-2,-1,0,9,-5
CCN(CC(=O)Nc1ccccc1OC)C(=O)CC1CC2CCC1C2 (centres undefined),10,.,8,7,-2,4,-39,-8
Cc1cc(C)n2c(Nc3ccc4c(c3)OCCO4)c(CC(C)C)nc2n1,.,1.5,-1,.,.,5,4,.
Nc1cc(S(=O)(=O)N2CCOCC2)ccc1N1CCCCC1,1,.,-6,24,-8,-14,3,-4
N/C(=N/OC(=O)c1ccccc1F)c1nonc1N,.,.,3,16,.,0,2,.

# (list continues)
SMILES,esBAF inh,E-selectin induc,RAD52 inh,ARNT TACC3 PPI,PglD DTNB,ERp5 inh,CASP6 VEID inh,RAD54 branch
CO[C@@H]1CN(C)C(=O)c2ccc(NS(=O)(=O)c3ccc(C)cc3)cc2OC[C@@H](C)N(Cc2nccs2)C[C@H]1C,-4,0.1,3,-9,4,-1,-2,-2
Cc1ccccc1N1CCN(C2CCCN(C(=O)c3ccccn3)C2)CC1 (centres undefined),3,2.2,-20,-3,2,10,-1,6
CC(C)NC(=O)Nc1ccc2c(c1)C(=O)N([C@@H](C)CO)C[C@@H](C)[C@H](CN(C)Cc1ccc(C(F)(F)F)cc1)OCCCC[C@@H](C)O2,-2,.,9,2,-4,1,1,3
CC(C)NC(=O)N(C)C[C@H]1Oc2ccc(NC(=O)NC3CCCCC3)cc2CC(=O)N([C@H](C)CO)C[C@H]1C,1,.,-11,-19,-2,-7,.,12
C[C@H]1CN([C@@H](C)CO)C(=O)c2cc(Br)cnc2O[C@@H]1CN(C)S(=O)(=O)c1cn(C)cn1,1&-5,2.0&0.1,-2&14,-8,-1&2,-1&4,0&3,5&-2
CCCCC1=CC2=C(c3ccco3)C(=O)C(C)(OC(=O)c3ccc(OC)cc3)C(=O)C2=CN1C1CC1 (centres undefined),-10,-0.4,-31,-3,2,-1,.,-5
O=C(c1ccc(N2CCOCC2)cc1)c1cccs1,-7,1.7,.,-4,-5,.,.,9
CCc1nc(N2CCN(C(C)=O)CC2)c2c3c(sc2n1)CC(C(C)(C)C)CC3 (centres undefined),-11,0.7,-14,2,8,-1,1,-9
CCOc1ccc(C2NC(=O)NC(C)=C2[N+](=O)[O-])cc1OC (centres undefined),-13,.,2,-1,-8,1,-1,-1
COc1ccc(C)cc1NC(=O)CN(C)S(=O)(=O)c1ccc2c(c1)n(C)c(=O)c(=O)n2C,-1,.,-7,-5,-3,1,-4,-12
Cc1cc(S(=O)(=O)N(Cc2cccs2)Cc2ccccc2F)ccc1-n1cnnn1,.,1.2,-12,-2,.,13,2,.
COc1cccc(CNC(=O)COC(=O)CCc2cc(OC)c(OC)c(OC)c2)c1,-8,.,-4,4,3,0,3,-2
CCOC(=O)C1(CC2CCCCO2)CCN(S(=O)(=O)c2ccsc2)CC1 (centres undefined),.,.,-4,-4,.,3,-1,.
CCOC(=O)c1c(C)nc(C)c(C(=O)OCC)c1-c1ccccc1,.,.,-11,-2,.,0,2,.
C[C@H](CO)N1C[C@H](C)[C@H](CN(C)C(=O)Nc2ccc(C(F)(F)F)cc2)OCCCC[C@H](C)Oc2ccc(NC(=O)c3ccccc3)cc2C1=O,-4,0.2,-13,.,0,1,1,-10
CC(NC(=O)CN(c1cccc(C(F)(F)F)c1)S(=O)(=O)c1ccc(Cl)c([N+](=O)[O-])c1)c1ccccc1 (centres undefined),.,.,-11,-2,3,-3,-6,1
Nc1nc(C2CCOCC2)cs1,.,.,-1,1,1,5,-1,3
Cc1ccc(S(=O)(=O)Nc2ccc3c(c2)CC(=O)N([C@@H](C)CO)C[C@@H](C)[C@H](CN(C)Cc2ccc(C(=O)Nc4ccccc4N)cc2)O3)cc1,-19,0.9,-26,11,1,-8,.,4
C[C@@H]1CCCCO[C@@H](CN(C)C)[C@@H](C)CN([C@H](C)CO)C(=O)c2cc(NC(=O)CCC(F)(F)F)ccc2O1,-1,-0.1,-4,-5,-3,4,-5,-12
COc1ccc(C(=O)n2cnc3ccccc32)cc1Br,9,.,2,-7,-1,3,1,2
Cc1noc(C)c1NC(=O)Nc1ccc2c(c1)C(=O)N([C@H](C)CO)C[C@H](C)[C@@H](CN(C)Cc1ccc(C(=O)O)cc1)O2,3,-0.1,6,1,-3,0,-3,3
C[C@H](CO)N1C[C@H](C)[C@H](CN(C)CC2CC2)OCCCC[C@H](C)Oc2ccc(NS(=O)(=O)c3ccc(F)cc3)cc2C1=O,-4,0.4,40,-4,-11,-6,0,9
N/C(=N\OC(=O)c1cccc2ccccc12)c1cccc([N+](=O)[O-])c1,10,.,.,-7,-1,.,.,8
CCCCCOC(=O)CSc1nnc(-c2cc(OC)c(OC)c(OC)c2)o1,-7,.,.,-15,3,.,.,-1
CO[C@@H]1CN(C)C(=O)c2ccc(NC(=O)C3CCC3)cc2OC[C@@H](C)N(C(=O)Nc2ccc(C(F)(F)F)cc2)C[C@H]1C,11,.,10,-12,0,-4,0,2
CC(C)(C)NCC(=O)N/N=C/c1ccc(OCc2ccccc2)cc1,.,3.4,0,8,.,3,0,.
CC(C)c1nc(CNC(=O)CC2C(=O)NCCN2Cc2cccc(F)c2F)cs1 (centres undefined),10,-1.3,-30,1,-12,0,0,-5
O=C(NC1CCCCC1)N(Cc1nc2ccccc2c(=O)[nH]1)C1CCCCC1,20,.,.,3,4,.,.,16
O=C(NCCCN1CCOCC1)c1cccc(S(=O)(=O)N2CCc3ccccc32)c1,4,-0.3,5,.,-3,4,-19,-6
CSc1ccc(/C=C/C(=O)OCC(=O)NC2CC2)cc1,5,-0.9,-3,3,-3,0,-4,-9
O=C(C(=O)N1CCN(C(=O)C2CCCC2)CC1)c1cccc(C(F)(F)F)c1,.,-0.1,-3,.,.,-2,0,.
O=C(NN=C1CCCC1)c1[nH]c2ccc(Cl)cc2c1-c1ccccc1,.,0.1,-16,-16,-1,-1,-5,15
C[C@@H]1CCCCO[C@H](CN(C)S(=O)(=O)c2ccccc2)[C@@H](C)CN([C@H](C)CO)C(=O)c2cc(N(C)C)ccc2O1,0,-0.1,-5,3,0,12,-3,-5
O=c1[nH]cnc2nc(-c3ccccc3)c(-c3ccccc3)nc12,-9,.,.,0,0,.,.,-12
C[C@H]1CN([C@@H](C)CO)C(=O)c2cc(NC(=O)Cc3ccccc3)ccc2O[C@@H]1CN(C)Cc1ccc2c(c1)OCO2,-2,-8.4,-1,-5,-2,6,1,12
COc1ccc(NC(=O)c2cccc(Oc3ccccc3)c2)cn1,2,.,2,0,-6,6,3,-3
COCCNC(=O)C(c1ccc(C)o1)N(C(=O)c1snc(C(N)=O)c1N)c1ccc(C)c(C)c1 (centres undefined),21,.,.,-14,-2,.,.,6
O=C(c1ccccc1)c1ccc(OCCCN2CCCCC2)cc1,9,.,.,-17,4,.,.,-7
Cc1cccc(NC(=S)N(Cc2cccs2)Cc2cc3cc(C)ccc3[nH]c2=O)c1,.,-1.7,-7,-7,.,-4,5,.
COc1ccccc1-n1c(C)nnc1SCC(N)=O,-10,.,.,4,-4,.,.,-3
CC(C)C(OC(=O)Cn1nnc2ccccc21)C(=O)NC1CCCC1 (centres undefined),-2,-0.1,1,-3,2,-3,2,4
COc1ccccc1S(=O)(=O)N[C@H]1CC[C@H](CCNC(=O)C2CCOCC2)O[C@@H]1CO,-3,-1.9,-7,4,4,3,1,-1
Cc1ccc(N=Nc2ccc(O)c3ncccc23)cc1,.,0.7,-3,8,.,4,0,.
O=C(Nc1ccc(S(=O)(=O)N2CCCCCC2)cc1)c1ccc(Br)o1,21,.,.,-4,-5,.,.,-2
CCCN(CC(=O)Nc1cc(Cl)ccc1Cl)C(=O)CN1C(=O)C2CCCCC2C1=O (centres undefined),3,-0.7,-5,-1,3,-7,1,-41
CCC(c1nc2ccccc2[nH]1)N(C(=O)Cc1cc(OC)cc(OC)c1)c1ccc(N2CCOCC2)cc1 (centres undefined),0,0.3,-5,.,-5,-3,4,4
CCCCCn1c(N)c(-c2nc3ccccc3o2)c2c([N+](=O)[O-])nn(C)c(=O)c21,.,.,-3,-12,.,-3,-1,.
C[C@H](CO)N1C[C@H](C)[C@H](CN(C)S(C)(=O)=O)Oc2ncc(C#Cc3ccc(F)cc3)cc2C1=O,-1&-1,0.0,-2&-1,-1&-3,1&3,-3&-2,2&-1,-6&-8
O=C(Nc1ccc(-c2csc(Nc3ccc(Cl)cc3)n2)cc1)c1cccc(C(F)(F)F)c1,.,0.7,-11,.,.,-7,2,.
COc1ccc(S(=O)(=O)N(C)CC(=O)NC2CC2)cc1,-10,.,.,-2,0,.,.,4
COc1cc(C(=S)N2CCOCC2)cc(OC)c1OC(=O)c1cccc(C)c1,-1,.,0,-1,1,6,0,7
NC(=O)c1oc2ccc(Cl)cc2c1NC(=O)CN1CCOCC1,1,.,.,1,4,.,.,3
C[C@H]1CN([C@@H](C)CO)S(=O)(=O)c2ccc(C#CCN(C)C)cc2O[C@@H]1CN(C)Cc1ccncc1,-3,-2.5,-18,.,-3,-1,.,-2
CC1C/C(=N\NC(=S)NC(C)C)CC(C)(C)C1 (centres undefined),-2,.,.,0,-2,.,.,0
FC(F)(F)c1ccccc1-n1ccnc1,6,1.3,-8,0,-6,5,.,1

# Compound activity as filed in PubChem BioAssay.
